CHX counter – counter-screen for Shiga toxin inhibitors: cycloheximide protein synthesis inhibition | cell reporter, cycloheximide protein synthesis inhibition counterscreen | max response, % | 300,000 compounds, 12% hits | AID 2314; in the data active = max response mostly above about 13%, no sharp cut-off; inactive = mostly below about 14%; also: read at 38.3 µM for the half of the compounds with a filed dose; 0% is about no effect
FBPA Giardia inh – Giardia lamblia aldolase inhibition; purified Giardia FBPA; Potency, µM (top dose mostly 59.6 µM), inactives show at the top dose activity, negative = inhibition, actives largely listed as inhibitors; 290,000 compounds, 0.71% hits; also: potency is read from the fitted curve at half-maximal effect; % is scaled to controls: 0 for no effect and ±100 for the full control effect; nearly all actives have a fitted effect of over 55% in size
Target sequence (A8B2U2 whole entry, looked up): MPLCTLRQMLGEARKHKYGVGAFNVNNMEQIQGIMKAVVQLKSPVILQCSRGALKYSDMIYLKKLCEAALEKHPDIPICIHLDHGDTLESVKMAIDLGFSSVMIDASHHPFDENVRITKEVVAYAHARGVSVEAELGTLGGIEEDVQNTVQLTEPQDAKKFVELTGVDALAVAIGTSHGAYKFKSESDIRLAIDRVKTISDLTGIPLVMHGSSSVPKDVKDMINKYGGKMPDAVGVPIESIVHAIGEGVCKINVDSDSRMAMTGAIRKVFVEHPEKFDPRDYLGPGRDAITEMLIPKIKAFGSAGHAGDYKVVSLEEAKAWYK
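Giardia FBPA (40 nM reagent) was preincubated 10 min at RT with compound (up to 57.5 uM final), then substrate plus GAPDH/TPI/NAD/arsenate coupling system with diaphorase/resazurin was added; resorufin fluorescence (525/598 nm) was read after 20 min.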
HCV inhibitor – HCV inhibition | Huh7.5.1 HCVcc-Cre infection, luciferase reporter, 44 h | Potency, µM (top dose mostly 41.8 µM), for inactives: at the highest dose activity change, negative = inhibition, usual class: inhibitors | 340,000 compounds, 3.4% hits | AID 651820; also: potency is read from the fitted curve at half-maximal effect; % is scaled to controls: 0 for no effect and ±100 for the full control effect
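Luciferase read-out (15 sec integration) after a 15 min room-temperature substrate step quantifies HCVcc-Cre infection. Cells, 1,000 per well, had compound added 4 h post-plating, then virus at ~0.5 moi, and were cultured 44 h.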
Shiga toxin inh – inhibitors of Shiga toxin in Vero cells. Vero cells, Shiga toxin protein synthesis inhibition reporter. AID 2315. inhibition, % at 38.7 µM. 290,000 compounds, 9.2% hits; in the data active = inhibition mostly above about 28%, no sharp cut-off; inactive = mostly below about 43%; also: 0% is about no effect
Pf growth 48h – inhibits P. falciparum growth in the first generation, 48 h; Potency, µM (top dose mostly 28.7 µM), for inactives: at the highest dose activity change, negative = inhibition, hits mostly inhibitors; P. falciparum luciferase growth in erythrocytes, 48 h; 310,000 compounds, 5.9% hits; AID 504832; also: potency is read from the fitted curve at half-maximal effect; % is scaled to controls: 0 for no effect and ±100 for the full control effect
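Luciferase-expressing P. falciparum in infected erythrocytes (2% hematocrit, 0.1% parasitemia final) in RPMI 1640/0.5% Albumax were exposed to compound for 48 hours at 37 C, 5% CO2; growth read as luminescence.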
Pf growth 96h – P. falciparum growth inhibition at 96 hour, primary screen for plastid delayed-death inhibitors. Potency, µM (titrated, usually from 28.7 µM), for inactives: top-dose activity change, negative = inhibition, hits mostly inhibitors. P. falciparum luciferase reporter growth, 96 h. AID 504834. 320,000 compounds, 6.9% hits; also: potency is read from the fitted curve at half-maximal effect; % is scaled to controls: 0 for no effect and ±100 for the full control effect
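Plates of compound plus infected erythrocytes (2% hematocrit, 0.05% parasitemia final) incubate 96 hours, 37 C, 5% CO2. Detection reagent added; reduced luminescence from the parasites' luciferase reporter flags inhibition.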
The depositor's hits bear a star; ? = inconclusive; nt = not tested or not shown; [ ] = remark or other dose. Unless noted, calls follow the shape of the dose curve; as a rule, active = well fitted curve in the direction sought with a large enough effect; inconclusive = small, poorly fitted or top-dose-only effect, or another doubt; inactive = no such curve, though single readings can be large; an effect the other way counts as inactive or inconclusive.

item	SMILES	CHX counter	FBPA Giardia inh	HCV inhibitor	Shiga toxin inh	Pf growth 48h	Pf growth 96h
1	Cn1cccc1/C=N/NC(=O)c1ccc(OC(F)(F)C(F)F)cc1	38*	-8%	-23%	33*	25%	32%[activator]
2	CCN(CC)c1ccc(S(=O)(=O)N2CCOCC2)cc1NC(=O)CSc1nncs1	nt	nt	-1%	nt	?	?
3	Cc1cccc(OCC(=O)N(Cc2ccc(C)o2)C2CCS(=O)(=O)C2)c1 (stereo unspecified)	-2	nt	6%	-7	13%	13%
4	CC(C)(C)n1nc2c(c1NC(=O)c1cc([N+](=O)[O-])ccc1Cl)CS(=O)(=O)C2	12	13%	1%	-2	?	-11%
5	CCCNC(=O)c1onc(CSc2ccc(F)cc2)c1C(=O)NC(C)C	nt	nt	?	nt	9.3µM*	12µM*
6	O=C(NCCN=C1NS(=O)(=O)c2ccccc21)c1ccc(S(=O)(=O)N2CCOCC2)cc1	-1	2%	11%	14	-11%	nt
7	COc1ccc(-n2c(-c3cc(-c4ccccc4)sc3N)n[nH]c2=S)cc1	0	-8%	-22%	-21	33%	0%
8	Cc1ccc(C2(C)NC(=O)N(CC(=O)Nc3ccccc3N3CCCC3)C2=O)cc1 (stereo unspecified)	nt	nt	?	nt	?	?
9	CC1CC(C)CN(CCCNC(=O)C2CCN(c3nnc(-n4cccc4)s3)CC2)C1 (stereo unspecified)	15	-5%	-16%	-1	-16%	?
10	Cc1ccc(S(=O)(=O)N(C)C)cc1NC(=S)Nc1ccc2[nH]c(=O)[nH]c2c1	-1	-5%	14%	-4	-5%	5%
11	O=C(COC(=O)C1CC(=O)N(Cc2ccccc2)C1)Nc1ccc2c(c1)OCO2 (stereo unspecified)	1	-3%	-1%	11	2%	-21%
12	O=C(O)c1cccc(S(=O)(=O)N(Cc2ccccc2)c2ccccc2Cl)c1	-2	21%	16%	-3	17%	25%
13	CN1CCN(c2ccc(C(=O)c3ccc(Br)cc3)cc2[N+](=O)[O-])CC1	7	-4%	10µM*	40	-16%	-2%[5.75 µM]
14	Cc1c(Cl)cccc1NC(=O)CNC(=O)CCS(=O)(=O)c1ccc(F)cc1	nt	nt	-1%	nt	-11%	?
15	O=C(CSc1nc(Cc2ccccc2)nc2ccccc12)Nc1ccc2c(c1)OCCO2	-1	9%	-2%	19	?	?
16	COc1ccc(-c2nn(CCC#N)cc2C(=O)Nc2ccccc2Br)cc1[N+](=O)[O-]	-3	0%	-6%	-1	?	-16%
17	COc1ccccc1NC(=S)NCC1CCC(CNC(=S)Nc2ccccc2OC)CC1 (stereo unspecified)	-3	5%	?	-4	?	?
18	Cc1ccccc1-n1c(=O)cc(N2CCN(Cc3ccccc3)CC2)[nH]c1=O	4	1%	11%	0	-3%	4%
19	O=C(CCn1nc(-c2ccc(Cl)cc2)ccc1=O)N1CCOCC1	13	0%	8%	5	54%[activator]	-17%
20	CC(=O)N1CCc2c(sc(NC(=O)C3CC3)c2-c2nc3ccccc3s2)C1	-2	-29%	13µM*	-4	?	0%
21	CCOc1cc2c(cc1OCC)-n1cccc1C(c1ccc(OC)cc1)NC2 (stereo unspecified)	-5	-2%	-29%	-8	?	?
22	Cc1ccc(N=c2c([N+](=O)[O-])nn(-c3ccc4c(c3)OCCO4)n2O)cc1F	33*	-1%	?	141*	159%[activator]	?
23	COc1cccc(NC(=O)CN(C)C(=O)c2cccc(S(=O)(=O)N3CCN(c4ccc(F)cc4)CC3)c2)c1	nt	nt	?	nt	-20%	?
24	Cc1cc(Oc2ccc(Br)cc2)nc(SCC(=O)c2ccccc2)n1	-2	-2%	3%	-10	1%	?
25	COC(=O)/C(C(C)=O)=C(/C=C/C=C/N(C)C)N(C)C	-3	-8%	26%	-13	nt	-8%
26	CCNC(=S)N(CCCN(CC)CC)Cc1cc2cc3c(cc2[nH]c1=O)OCO3	-3	10%	-10%	-8	6%	-23%
27	CN(CC(CC(=O)Nc1nncs1)c1ccccc1)S(=O)(=O)c1ccc(Br)cc1 (stereo unspecified)	1	1%	-25%	22	nt	?
28	CCN(CC)CCNC(=O)c1cn(CC)c2cc(N3CCN(C)CC3)c(F)cc2c1=O	2	?	-14%	-5	?	-22%
29	Cc1c(CCC(=O)O)c(=O)oc2c(C)c3occ(-c4ccc(Br)cc4)c3cc12	2	-1%	8%	18	0%	12%
30	COC(=O)c1cc(C)nc2c1c(C)nn2-c1ccccc1	nt	nt	?	nt	-6%	13%
31	CCOc1ccc(-c2nc3ccccc3c(=O)o2)cc1	15*	-2%	-14%	21	122%[activator]	22%
32	O=C(Nc1nc2ccc([N+](=O)[O-])cc2s1)c1ccncc1	24*	-4%	-4%	35	-31%	228%[activator]
33	COc1ccc2c(c1)CCC1=C2NC(=S)NC1c1ccc(N(C)C)cc1 (stereo unspecified)	-2	-9%	11µM*	-10	?	?
34	CC(C(=O)Nc1ccc(S(=O)(=O)N2CCCC2)cc1)N(C)Cc1ccc(F)cc1 (stereo unspecified)	nt	nt	-4%	nt	?	?
35	CCOC(CNC(=O)C(=O)NCC(c1ccco1)N1CCN(c2ccc(OC)cc2)CC1)OCC (stereo unspecified)	-5	1%	-14%	14	4%	38%[activator]
36	CCOc1ccc(CCNC(=O)COC(=O)c2ccc3c(c2)OCCO3)cc1OCC	nt	nt	-13%	nt	?	?

Brought forward from above: three compounds; new compounds follow.
34: CC(C(=O)Nc1ccc(S(=O)(=O)N2CCCC2)cc1)N(C)Cc1ccc(F)cc1 (stereo unspecified)
35: CCOC(CNC(=O)C(=O)NCC(c1ccco1)N1CCN(c2ccc(OC)cc2)CC1)OCC (stereo unspecified)
36: CCOc1ccc(CCNC(=O)COC(=O)c2ccc3c(c2)OCCO3)cc1OCC
37: CC1(C)CC(=O)C=C(NCC(=O)O)C1
38: Cc1ccc(NC(=O)CN2C(=O)NC3(CCC(C)CC3)C2=O)c(Cl)c1 (stereo unspecified)
39: O=[n+]1cc(-c2ccc(Br)cc2)n([O-])c2c1CCC2
40: CN(C)c1ccc(/C=C/c2nc3ccccc3s2)cc1
41: CSCC[C@H](NC(=O)[C@H]1N2C(=O)c3ccccc3C2SC1(C)C)C(=O)NCc1ccncc1 (stereo partly specified)
42: Cc1cc(C)cc(C(=O)Nc2cc3c4c(c2)CC(=O)N4CCC3)c1
43: CCN1C(=O)c2ccc(C(=O)Nc3nccs3)cc2C1=O
44: COc1ccc(CN2C(=O)C3C4C=CC(C4)C3C2=O)cc1 (stereo unspecified)

assay / compound	34	35	36	37	38	39	40	41	42	43	44
CHX counter	nt	-5	nt	-2	12	-3	-4	1	nt	12*	-2
FBPA Giardia inh	nt	1%	nt	-7%	0%	2%	nt	nt	nt	-6%	1%
HCV inhibitor	-4%	-14%	-13%	17%	-3%	4%	-8%	18%	?	0%	3%
Shiga toxin inh	nt	14	nt	-10	-16	-12	12	-4	nt	31*	-12
Pf growth 48h	?	4%	?	22%	6%	3%	68%[activator]	?	-17%	18%	0%
Pf growth 96h	?	38%[activator]	?	-7%	-7%[5.75 µM]	179%[activator]	?	?	53%[activator]	-8%	8%

45: CC(=O)Nc1ccc(OC/C=C(\C)Cl)cc1
46: CC1CCCCN1CCCNC(=O)CN1C(=O)c2cccnc2Oc2ccccc21 (stereo unspecified)
47: O=C(NC1CCCCC1)C(=O)c1c[nH]c2ccccc12
48: CCCc1c(O)nc(SCC(=O)NCc2ccco2)[nH]c1=O
49: CC(C)C1Cc2c(sc3ncnc(NN)c23)CO1 (stereo unspecified)
50: Cc1c(C(=O)Nc2c(C)n(C)n(-c3ccccc3)c2=O)oc2ccccc12
51: CN1CCN(C(=O)c2cccn(Cc3ccc(C(F)(F)F)cc3)c2=O)CC1
52: CC(C)(C)Nc1nc(OCC(F)(F)F)nc(OCC(F)(F)F)n1

assay / compound	45	46	47	48	49	50	51	52
CHX counter	17*	-2	32*	-4	-5	10	-3	13*
FBPA Giardia inh	4%	nt	nt	-4%	5%	9%	4%	2%
HCV inhibitor	-14%	-10%	5%	11%	?	-8%	24%	-2%
Shiga toxin inh	31	-2	69*	-4	2	7	-7	31*
Pf growth 48h	0%	-6%	66%[activator]	-3%	?	5%	-5%	37%[activator]
Pf growth 96h	-16%	?	2%	-27%	?	nt	7%	?

Only HCV inhibitor, for some of the entries so far:
#	Compound	HCV inhibitor
49	CC(C)C1Cc2c(sc3ncnc(NN)c23)CO1 (stereo unspecified)	?
45	CC(=O)Nc1ccc(OC/C=C(\C)Cl)cc1	-14%
46	CC1CCCCN1CCCNC(=O)CN1C(=O)c2cccnc2Oc2ccccc21 (stereo unspecified)	-10%
48	CCCc1c(O)nc(SCC(=O)NCc2ccco2)[nH]c1=O	11%
50	Cc1c(C(=O)Nc2c(C)n(C)n(-c3ccccc3)c2=O)oc2ccccc12	-8%

Next part:
53: CCC1(C)Cc2nc3[nH]c(=S)n(-c4ccc(C)cc4)c(=O)c3cc2CO1 (stereo unspecified)
54: O=C1NC(=S)N/C1=C\c1ccc(N2CCOCC2)cc1
55: O=C(N1CCOCC1)N1CCN(S(=O)(=O)c2ccc(Cl)cc2)CC1
56: O=C(Nc1ccc(OCC(=O)N2CCOCC2)cc1)c1ccccc1Cl
57: CC1CC1C(=O)Nc1nc(-c2ccc(Cl)s2)cs1 (stereo unspecified)
58: CC1CCN(CCCNC(=O)C2CCCN(c3ncnc4c3nc3n4CCCCC3)C2)CC1 (stereo unspecified)
59: O=C(NCc1ccco1)c1sc2cccc(F)c2c1Cl
60: COc1cc(-n2c(C)nc3cc(C(=O)NCC4CCCO4)ccc32)cc(OC)c1OC (stereo unspecified)

assay / compound	53	54	55	56	57	58	59	60
CHX counter	-1	28*	-3	12	38*	-2	25*	-5
FBPA Giardia inh	0%	-8%	12%	nt	-4%	-13%	-2%	1%
HCV inhibitor	3%	6%	11%	12%	?	-8%	-8%	5%
Shiga toxin inh	11	61	-7	16	131*	-5	81*	11
Pf growth 48h	26%	74%[activator]	-14%	60%[activator]	-28%	?	115%[activator]	-17%
Pf growth 96h	-19%	-6%	33%[activator]	?	-1%	?	nt	?

61: O=C(Nc1cccc(-c2cnc3ccccc3n2)c1)c1ccco1
62: O=C(NC(=S)NNC(=O)c1ccccc1O)c1ccccc1
63: Cc1ccc(NC2CC(=O)N(c3ccc(C)cc3)C2=O)cc1 (stereo unspecified)
64: CN(C)c1nc(C(F)(F)F)cc(=O)[nH]1
65: COc1ccc(CN(C)c2ccc(S(=O)(=O)N3CCN(C)CC3)cc2[N+](=O)[O-])cc1OC
66: CC(C)C[C@H](NC(=O)c1nc[nH]c1C(=O)NCc1ccc(CNC(=O)OC(C)(C)C)cc1)C(=O)OC(C)(C)C
67: CC1CCC(NCCc2ccc3c(c2)OCO3)CC1 (stereo unspecified)
68: COc1ccccc1C(=O)NC1CCN(C(=S)NCCc2ccccc2)CC1
69: Cc1nc(-c2ccc(F)cc2)c(CC(=O)N(C)CC(=O)Nc2ccc(F)cc2)s1
70: COc1ccc(/C=N/Nc2nc3ccccc3c(=O)n2-c2ccccc2)cc1OC

assay / compound	61	62	63	64	65	66	67	68	69	70
CHX counter	55*	29	14	-3	nt	-3	-2	-4	nt	21*
FBPA Giardia inh	1%	?	8%	-3%	nt	-2%	-26%	-4%	nt	-14%
HCV inhibitor	?	-21%	9%	13%	0.56µM*	-17%[8.37 µM]	?	-2%	-2%	?
Shiga toxin inh	100*	55*	33	-3	nt	-3	-9	30	nt	24
Pf growth 48h	?	?	28%	4%	12µM*	?	-18%	-9%	-21%	23%
Pf growth 96h	38%[activator]	?	nt	3%	15µM*	?	2%	-2%	?	?
